Mdm2 ligase inh: blocks human Mdm2 ubiquitin ligase activity. cell-based MDM2 ubiquitination luciferase reporter, 2 h; 0 = plate control, 100 = twice control, blank-subtracted. Q00987. signal enhancement, % at 5 µM. 210,000 compounds, 0.11% hits. AID 1230;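 active = signal enhancement of 30% or more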;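 note: luminescence tracks abundance of the self-degrading MDM2-luciferase fusion protein; higher signal means inhibition of MDM2 E3 ligase activity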
Target sequence (Q00987 whole entry, looked up, the tested form may be a part): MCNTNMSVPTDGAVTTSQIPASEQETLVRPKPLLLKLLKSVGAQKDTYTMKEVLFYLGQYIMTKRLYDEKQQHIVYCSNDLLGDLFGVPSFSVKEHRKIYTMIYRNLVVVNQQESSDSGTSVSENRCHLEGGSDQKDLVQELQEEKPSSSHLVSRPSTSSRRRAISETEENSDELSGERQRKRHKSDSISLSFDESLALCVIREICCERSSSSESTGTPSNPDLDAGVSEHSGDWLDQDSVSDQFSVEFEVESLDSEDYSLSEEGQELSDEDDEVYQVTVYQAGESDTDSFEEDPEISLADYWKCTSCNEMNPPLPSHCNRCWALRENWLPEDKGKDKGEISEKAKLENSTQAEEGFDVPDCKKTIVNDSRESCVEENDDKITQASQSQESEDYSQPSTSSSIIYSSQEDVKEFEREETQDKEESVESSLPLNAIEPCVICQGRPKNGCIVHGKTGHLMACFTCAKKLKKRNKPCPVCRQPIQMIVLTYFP
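test system = mammalian cells stably expressing self-ubiquitinating, self-degrading MDM2 E3–luciferase fusion | quantity = 2000 cells/well | incubation = cell settling 4 h, compound treatment 2 h, both 37 °C | signal = luminescence with SteadyLite reagent, 15 min at room temperature | evaluation = % enhancement relative to plate controls after blank subtraction | benchmarks = plate controls and plate blanks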
NPY-Y1 PAM-ag: potentiators or agonists of human neuropeptide Y receptor Y1. P25929. NPY-Y1 expressing cells, potentiator/agonist activation. activation, % at 3.6 µM. 220,000 compounds, 0.37% hits. AID 1304; in the data active = activation above about 33%, passing the limit was not always enough;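 note: cells stimulated with NPY at EC10 then isoproterenol at EC100; 0% = low agonist plus stimulus and 100% = saturating agonist plus stimulus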
RBBP9 inh: blocks human serine hydrolase RBBP9; recombinant RBBP9, FP-Rh probe fluorescence polarization; 220,000 compounds, 0.2% hits; O75884; inhibition, % at 7.94 µM;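 active = inhibition above the campaign mean of all tested compounds plus 3 SD, cut at about 14% in these data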;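 note: plate controls were DMSO wells with RBBP9 for no effect and wells lacking RBBP9 protein for full effect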
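Test system: recombinant human RBBP9. Quantity: 2.5 µM RBBP9 dispensing solution, before mixing. Detection: FP readout at 525/598 nm. Reagent: Serine-hydrolase probe FP-Rh, 375 nM pre-mixing. Measure: % inhibition. Control set: DMSO-treated enzyme wells and wells lacking RBBP9. Buffer or medium: Tris-NaCl-Pluronic buffer, pH 8.0. Times: preincubation 30 min plus labeling 45 min at 25 °C.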
NPY-Y2 PAM-ag: potentiators or agonists of human neuropeptide Y receptor Y2; cells expressing NPY-Y2, potentiator/agonist read-out; activation, % at 3.6 µM; 220,000 compounds, 0.45% hits; AID 1359; in the data active = activation above about 27%;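 note: cells stimulated with NPY near EC25 plus isoproterenol at EC100; 0% = vehicle plus submaximal agonist and 100% = vehicle plus saturating agonist; some results beyond the cut were filed as inactive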
Runt-SMMHC FRET: Runt domain-CBFb-SMMHC interaction inhibition; Q01196+Q13951; Cerulean-Runt/Venus-CBFb-SMMHC FRET ratio 530/480, 1 h; inhibition, % at 20 µM; 220,000 compounds, 0.74% hits; AID 1434;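 active = mean inhibition across duplicate retests at 20 µM reaching about 50%, limit read from the data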;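 note: 0% = DMSO wells and 100% = wells with excess untagged CBFb-SMMHC; inhibitors lower the FRET ratio by blocking Runt binding to CBFb-SMMHC; some results filed as inactive read as strong as hits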
Runt-CBFb FRET: Runt domain-CBFb interaction inhibition. inhibition, % at 20 µM. Cerulean-Runt/Venus-CBFb FRET ratio 530/480, 1 h. 220,000 compounds, 0.46% hits. Q01196+Q13951. AID 1496;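 active = inhibition over about 50% at 20 µM in the single-dose screen, limit read from the data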;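 note: 0% = DMSO wells and 100% = excess unlabeled CBFb competitor control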
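Assay system: Cerulean-tagged RUNX1 Runt domain (FRET donor) fusion protein / Amount: 100 nM each of Venus-CBFb and Cerulean-Runt domain / Medium: Tris buffer pH 7.5 with salts and BSA / Also added: Venus-CBFb 100 nM / Schedule: 1 h complex formation plus 1 h compound treatment, room temperature / Signal: FRET fluorescence / Read-out: loss of energy transfer signal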
p97 inhibitor: inhibitors of human p97 ATPase; P55072; recombinant p97 ATPase, Kinase-Glo ATP luminescence, 3 h; inhibition, % at 8 µM; 220,000 compounds, 0.42% hits; in the data active = inhibition above about 15%;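 note: 0% = DMSO vehicle and 100% = wells lacking enzyme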
NPY Y1 blocker: blocks the human neuropeptide Y Y1 receptor. AID 1040. 200,000 compounds, 1% hits. P25929. HEK293-CNG Y1 cells, membrane potential fluorescence; NPY at EC95, then isoproterenol. inhibition, % at 3.6 µM;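 active = inhibition above the campaign mean inhibition of all tested compounds plus 3 SD, cut at about 20% in these data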;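 note: 0% = DMSO wells given NPY plus isoproterenol and 100% = isoproterenol alone without NPY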
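Test system – HEK293 Y1/CNG channel cell line · Also added – NPY agonist 25 nM, then isoproterenol 1 µM plus Ro 20-1724 25 µM · Compound dosing – one concentration, 3.6 µM, in 0.4% DMSO · Schedule – compound incubation 1 h at room temperature, readout 45 min post-stimulation · Technique – fluorescence, membrane potential probe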
Hck-Nef inh: inhibitors of human Hck kinase activated by Nef. P08631. Recombinant Hck-YEEI plus Nef, Z-Lyte FRET kinase assay. inhibition, % at 20 µM. 220,000 compounds, 0.68% hits;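 active = Hck-Nef kinase inhibition above about 50%, limit read from the data; inactive = inhibition below that limit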;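 note: 0% = DMSO with Hck plus Nef and 100% = Hck alone without Nef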
Target sequence (P08631 whole entry, looked up): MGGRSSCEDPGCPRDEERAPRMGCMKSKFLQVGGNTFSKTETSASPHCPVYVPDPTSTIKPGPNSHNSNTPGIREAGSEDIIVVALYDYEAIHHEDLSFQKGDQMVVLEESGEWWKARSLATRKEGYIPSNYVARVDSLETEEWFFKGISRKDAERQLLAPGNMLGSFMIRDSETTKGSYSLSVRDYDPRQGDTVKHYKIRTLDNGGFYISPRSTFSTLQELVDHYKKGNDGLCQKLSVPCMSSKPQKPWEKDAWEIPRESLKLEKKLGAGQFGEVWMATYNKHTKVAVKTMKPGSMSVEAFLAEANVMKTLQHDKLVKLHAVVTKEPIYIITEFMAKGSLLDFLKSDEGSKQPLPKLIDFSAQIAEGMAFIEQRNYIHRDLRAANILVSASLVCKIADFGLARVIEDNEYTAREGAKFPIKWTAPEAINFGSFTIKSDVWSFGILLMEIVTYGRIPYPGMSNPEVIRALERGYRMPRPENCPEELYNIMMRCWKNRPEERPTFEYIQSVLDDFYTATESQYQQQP
The depositor's hits bear a star; x = not tested or not shown.

SMILES	Mdm2 ligase inh	NPY-Y1 PAM-ag	RBBP9 inh	NPY-Y2 PAM-ag	Runt-SMMHC FRET	Runt-CBFb FRET	p97 inhibitor	NPY Y1 blocker	Hck-Nef inh
O=C(CCCCCn1c(=O)[nH]c2ccccc2c1=O)N1CCN(Cc2ccc3c(c2)OCO3)CC1	-7	-15	-11	-14	-1	2	-3	5	2
CCc1cccc2c(C(=O)COC(=O)c3ccc([N+](=O)[O-])s3)c[nH]c12	7	-25	-1	2	0	-1	11	1	5
COCCNC(=O)C(c1ccco1)N(C(=O)Cn1nnc2ccccc21)c1ccc(C)cc1C (stereo unspecified)	-5	-8	-12	-4	2	-2	-4	-1	1
Cc1ccc(S(=O)(=O)NC(=O)NC(C)(C)C)cc1	7	-17	-4	11	2	-1	4	1	-6
COC(=O)c1ccccc1NC(=O)Nc1cc(C)cc(C)n1	-6	-7	-4	-4	1	0	-4	4	2
O=C(NC1=NCCS1)c1cc(-c2ccc(-c3ccccc3)cc2)nc2ccccc12	-3	-1	-7	1	6	1	5	-2	0
CCC(=O)Nc1cccc(C2=NOC3(C2)C[C@@H](C(N)=O)N(C(=O)COc2ccc(Cl)cc2)C3)c1 (stereo partly specified)	15	x	x	x	2	0	x	x	30
O=C(Nc1ccc(N2CCCC2)cc1)C(Cl)c1ccccc1 (stereo unspecified)	-8	-10	1	-1	-4	-3	-1	-5	-3
Oc1ccc(/C=N/Nc2nc(N3CCCC3)nc(N3CCCC3)n2)cc1O	0	26	-7	-5	-1	5	5	-2	22
CCOC(=O)c1ccc(NC(=O)COc2ccccc2CNCCO)cc1	-44	-17	0	4	1	3	-1	-1	39
CCn1c(=O)n(CC)c2cc(N)ccc21	6	1	0	4	-99	-25	2	-5	23
COc1ccc(N=C2CCS(=O)(=O)c3sccc32)cc1	-4	-4	1	4	-8	0	5	0	24
Cc1occc1C(=O)N1CCN(C(=O)C2CCCO2)CC1 (stereo unspecified)	-19	-8	-4	7	4	1	4	-3	-2
CC1=NNC(=O)C1CC(=O)N/N=C/C=C/c1ccccc1 (stereo unspecified)	x	-8	-2	17	-1	1	-1	x	26
N#Cc1nc(-c2ccc(OCc3ccccc3)cc2)oc1NCc1ccco1	-6	-9	-2	-2	-2	-6	-7	2	0
O=C(Nc1ccc(-c2csc(Nc3ccc(Cl)cc3)n2)cc1)c1cc([N+](=O)[O-])cc(C(F)(F)F)c1	15	x	x	x	0	2	x	x	23
CCOC(=O)CN(Cc1ccccc1)S(=O)(=O)c1ccc(NC(C)=O)cc1	-6	0	-5	17	0	-3	0	-11	0
Cc1ccc(OCC(=O)NNC(=O)CCC(=O)Nc2ccc(C)cc2C)cc1	-13	-8	1	-9	-24	-5	2	-2	-1
O=C(O)CCCNC(=O)Cc1ccccc1	-4	-2	-7	-11	-1	0	2	x	4
COc1cccc(NC(=O)C(NCCC(C)C)c2ccccc2)c1 (stereo unspecified)	-10	6	-7	-16	0	-3	-3	5	2
Cc1ccc(C(=O)NC2CCCCNC2=O)cc1 (stereo unspecified)	-4	8	0	3	-16	2	3	x	14
CC(C)CCNC(=S)Nc1ccccc1F	-1	-11	-1	-6	0	-2	2	1	1
NC(=O)C1(C(N)=O)OC1c1ccc(Cl)cc1Cl (stereo unspecified)	0	29	-5	14	1	0	5	x	15
NC(=O)CC(NC(=O)c1ccccc1)c1ccc(NCc2ccccc2)c([N+](=O)[O-])c1 (stereo unspecified)	4	x	x	x	1	-5	x	x	32
CC(C)c1ccc(/C=C/C(=O)Nc2nc3ccc([N+](=O)[O-])cc3s2)cc1	-16	5	0	2	4	2	6	-6	3
Cc1ccc(C)c(S(=O)(=O)N/N=C2/CCCc3ccccc32)c1	-8	-13	-7	-4	-2	0	-7	8	0
Cc1ccc(CNC(=O)CCNS(=O)(=O)c2ccc(C)cc2)cc1	-13	-2	0	5	0	3	-1	0	3
COC(=O)/C=C(\C)NC(=O)c1ccccc1Cl	-6	4	-1	0	4	-1	7	4	1
O=C(CCNC(=O)c1ccc(Br)cc1)Nc1nccs1	-12	3	-9	12	1	0	9	0	2
Cc1nnc(SCc2nc3sc4c(c3c(=O)[nH]2)CCCC4)n(N)c1=O	-12	3	-5	-37	-12	-2	8	x	9
Cc1cc(NC(=O)COn2nnc3ccccc32)no1	-2	-2	1	12	1	2	3	2	0
Cc1ccccc1/C=C1\OC(=O)c2ccccc21	-5	-46	1	-25	-1	-3	0	8	0
CCNC(=S)N1CCN(CCN=CC2=C(O)CC(C)(C)CC2=O)CC1	-12	14	-7	4	-3	-2	4	x	19
CCC1(C(=O)O)NC(c2cccc(OC)c2O)C2C(=O)N(c3ccccc3)C(=O)C21 (stereo unspecified)	-10	-19	-10	-9	0	3	0	-5	-1
O=C(Nc1ccccc1)C1=C[C@H](c2ccc3c(c2)OCO3)C[C@H](OCCCCO)O1	x	-1	-4	-23	-1	2	2	10	-4
CNC(=O)c1cc2ccccc2o1	3	-18	-7	12	-2	0	-2	-2	0
Cc1ccc(-c2cn3c(=S)[nH]nc3s2)cc1	-24	4	-2	14	60	-14	6	0	1
CCOc1cc(C2C(C(=O)N3CCCCC3)=C(C)NC3=C2C(=O)CCC3)cc(Br)c1O (stereo unspecified)	-6	23	-5	9	6	8	1	-2	0
Cc1cc(C)n(Cc2ccc(Cl)cc2Cl)c(=O)c1S(=O)(=O)c1ccccc1	3	-33	-4	5	0	1	-3	14	2
O=C(CN1CCN(C/C=C/c2ccccc2)CC1)NCc1ccc(Cl)cc1	-10	-8	-4	1	2	-3	-2	x	26
CCc1ccc(N(C(=O)c2ccco2)C(C(=O)NC2CCCC2)c2ccco2)cc1 (stereo unspecified)	6	-22	-2	-9	x	x	1	4	15
O=C(CCSc1ccccc1)N1CCN(c2ccccc2F)CC1	-13	-17	-7	-25	-3	-2	-1	12	19
CCOc1ccc(S(=O)(=O)NCc2ccccn2)cc1	-8	-13	11	-5	-2	1	1	-2	-1
Cc1ccc(-n2c(C)c([N+](=O)[O-])c3ccc(O)cc32)cc1	-21	-20	-2	-9	6	2	8	x	2
Nn1c(SCC(=O)NC2CCS(=O)(=O)C2)nnc1-c1cccs1 (stereo unspecified)	1	-6	-4	-12	-2	-1	4	x	1
COc1ccc(C(=O)CSC2=C(C#N)C3(CCCCC3)C(C#N)=C(N)N2)cc1	-10	8	0	21	-2	-2	9	-13	0
CCCNC(=O)COC(=O)/C=C/c1ccco1	-18	-29	-2	-11	-6	6	5	7	3
CCCCN(CC)C(=O)CN1C(=O)c2ccccc2C1=O	-14	5	0	8	2	2	3	6	-2
Nc1nnc(-c2ccccc2)s1	-17	-13	-2	-3	0	1	-1	-2	1
O=C(C1CCC1)N1CCc2cc(S(=O)(=O)NCCN3CCN(c4ccccc4F)CC3)ccc21	-12	-10	-4	-15	0	0	-4	4	0
CCn1cc(C(=O)Nc2cc3c(cc2NC(C)=O)OCCO3)c(=O)c2ccc(C)nc21	x	2	-6	-13	x	x	3	-2	-1
Cc1cc(C)nc(CCNC(=O)c2cc(COc3ccc(F)cc3F)on2)n1	-3	9	2	0	2	-2	1	0	0
O=C(CSc1ncnc2nc[nH]c12)Nc1ccccc1C(F)(F)F	-24	-6	-7	6	8	0	2	3	1
NS(=O)(=O)c1ccc(CNC(=O)CCC2CCCCC2)cc1	-10	-5	-4	-12	-1	-3	1	7	9
CC(NC(=O)Cc1cccs1)c1ccncc1 (stereo unspecified)	-20	20	7	-2	-4	-2	7	5	-6
Cn1c(COc2ccccc2)nnc1SCCC(=O)Nc1ccccc1	-8	-9	1	0	2	-2	-6	-1	2
Brc1ccc(C2=CC(c3cccs3)n3ncnc3N2)cc1 (stereo unspecified)	8	-1	-9	4	-292	-83	3	12	0
Cc1ccc(C)c2nc(SCC(=O)Nc3ccc4c(c3)OCO4)c(C#N)cc12	x	5	8	-13	-2	-2	6	x	19
Cc1ccc2[nH]c(C)cc(=S)c2c1	3	15	5	-30	-6	3	-1	4	-11
Cc1cc(CN(C)C(=O)CC2C(=O)NCCN2Cc2c(F)cccc2Cl)on1 (stereo unspecified)	-9	8	-6	-6	-7	1	9	x	9

The listing continues:
SMILES	Mdm2 ligase inh	NPY-Y1 PAM-ag	RBBP9 inh	NPY-Y2 PAM-ag	Runt-SMMHC FRET	Runt-CBFb FRET	p97 inhibitor	NPY Y1 blocker	Hck-Nef inh
CC(C)(C)C1CCc2c(sc(NC(=O)C3CCCO3)c2C(N)=O)C1 (stereo unspecified)	-18	5	12	-17	-1	-1	2	3	1
O=C(Nc1cc(F)cc(F)c1)c1sc(Cl)nc1-c1ccccc1	-7	-23	-2	-9	-1	-3	5	9	2
Cc1cc(NC(=O)CSc2nc3cc(Cl)ccc3c(=O)n2CC(C)C)no1	-4	6	-1	4	-8	-1	0	8	29
Cc1ccsc1/C=N/NC(=O)c1cccc(S(=O)(=O)Nc2ccccc2Cl)c1	-5	9	-9	-5	0	-1	-2	0	3
COc1ccc(NC(=O)CCC(=O)N/N=C/c2ccc([N+](=O)[O-])s2)cc1	-20	15	-7	0	-5	1	-2	-3	-1
O=C(NCc1cccnc1)C1CCN(c2ccc(S(=O)(=O)N3CCOCC3)cc2Cl)CC1	-3	6	4	-8	1	1	0	-8	13
COc1ccc(C(=O)NCCc2c[nH]c3ccccc23)cc1S(=O)(=O)N1CCOCC1	-10	9	-5	-8	6	-1	4	-1	0
CSc1nsc(SC)c1NC(=O)Nc1ccccc1C	21	10	-2	5	2	2	0	0	24
CSc1ccccc1NC(=O)c1ccc(Br)o1	-7	-21	1	-8	-1	2	1	0	9

By substructure: the entries above containing a cyano group.
SMILES	Mdm2 ligase inh	NPY-Y1 PAM-ag	RBBP9 inh	NPY-Y2 PAM-ag	Runt-SMMHC FRET	Runt-CBFb FRET	p97 inhibitor	NPY Y1 blocker	Hck-Nef inh
N#Cc1nc(-c2ccc(OCc3ccccc3)cc2)oc1NCc1ccco1	-6	-9	-2	-2	-2	-6	-7	2	0
COc1ccc(C(=O)CSC2=C(C#N)C3(CCCCC3)C(C#N)=C(N)N2)cc1	-10	8	0	21	-2	-2	9	-13	0
Cc1ccc(C)c2nc(SCC(=O)Nc3ccc4c(c3)OCO4)c(C#N)cc12	x	5	8	-13	-2	-2	6	x	19

High-throughput results deposited in PubChem BioAssay by several laboratories.
